KCNK3 block – human KCNK3 channel inhibitors, primary screen, CHO cells, FluxOR thallium flux, B-score; Potassium channel subfamily K member 3 (Homo sapiens), O14649; FluxOR fluorescence; stronger effect = lower value; B-score at 10 µM; 340,000 compounds, 0.84% hits;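 active means B-score under library mean minus 4 SD, starting fluorescence ratio at most library mean plus 5 SD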;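 further: more negative B-score means stronger inhibition of thallium flux through KCNK3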
Target sequence (O14649 whole entry, looked up): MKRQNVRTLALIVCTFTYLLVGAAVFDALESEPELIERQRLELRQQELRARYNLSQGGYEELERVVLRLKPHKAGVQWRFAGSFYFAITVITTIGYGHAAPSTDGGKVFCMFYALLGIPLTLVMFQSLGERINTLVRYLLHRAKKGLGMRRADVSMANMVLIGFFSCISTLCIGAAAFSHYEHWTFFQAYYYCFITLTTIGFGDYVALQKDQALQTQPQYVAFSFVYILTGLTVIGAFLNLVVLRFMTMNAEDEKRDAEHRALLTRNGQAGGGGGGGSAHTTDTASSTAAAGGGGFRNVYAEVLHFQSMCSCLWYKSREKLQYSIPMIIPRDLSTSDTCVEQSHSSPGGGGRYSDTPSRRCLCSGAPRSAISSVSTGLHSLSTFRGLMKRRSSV
hERG protect – hERG rescue from dofetilide block, primary screen, cell-based, CHO-hERG, FluxOR thallium flux, dofetilide IC70. Voltage-gated inwardly rectifying potassium channel KCNH2 (Homo sapiens), Q12809. dofetilide IC70 present. activation (rescue from dofetilide block), less the hit threshold, % at 10 µM. 310,000 compounds, 0.51% hits. AID 1511, 2009;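 active means activation above the mean of controls blocked by dofetilide plus 5 SD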;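 further: thallium influx through hERG after potassium depolarization seen as dye fluorescence rise; in these data hits start at about 4.7%; inactives centre near -7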
RGS4 act – RGS4 potentiators or activators, primary screen, cell-based, HEK293 M3R inducible RGS4, calcium flux; carbachol calcium flux Fluo4; stronger effect = lower value; B-score at 10 µM; 310,000 compounds, 0.92% hits;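 active means B-score of the integrated calcium signal more than 4 SD below the library mean, with starting fluorescence not abnormally high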;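 further: negative B-score means reduced calcium response which marks RGS4 activation or potentiation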
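Reagent: ECmax carbachol challenge; Test system: M3R-expressing HEK293 line, RGS4 induced by doxycycline; Schedule: overnight RGS4 induction, 30 min dye load 37 °C, 20 min compound RT; Detection: calcium dye Fluo4 fluorescence; Read-out: Agonist-evoked peak-minus-minimum fluorescence over baseline, integrated ratio, B score.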
KCNQ1 act – potentiators or activators of KCNQ1 channel, primary screen, cell-based, thallium flux, high-throughput; Potassium voltage-gated channel subfamily KQT member 1 (Homo sapiens), P51787; CHO-K1 KCNQ1, thallium flux FluxOR fluorescence; stronger effect = higher value; B-score at 10 µM; 310,000 compounds, 0.35% hits; AID 2648, 2010;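 active means fluorescence ratio B-score, a plate-corrected score, at least three library SD, with initial intensity B-score within 5 SD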
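Assay system: CHO-K1 cells stably expressing KCNQ1; Medium: assay buffer with matched DMSO; Also added: K+/Tl+ depolarizing stimulus; Dosing: single dose; Timing: dye 90 min, compound 20 min, room temperature; Measured by: kinetic FluxOR thallium fluorescence, 10-s 1-Hz baseline, 110-s post-stimulus read; Read-out: peak-minus-minimum fluorescence over initial fluorescence, negative-control normalized, B-scored.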
KCNQ1 block – inhibitors of human KCNQ1 channel, primary screen, cell-based, thallium flux, high-throughput; CHO-K1 KCNQ1, FluxOR thallium flux fluorescence; stronger effect = higher value; B-score at 10 µM; 310,000 compounds, 1.3% hits; AID 2642, 2010;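 active means compounds whose thallium flux B-score, printed positive for inhibition, exceeds three library SD while starting fluorescence stays within three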;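 further: channel opened by potassium depolarization with thallium stimulus after 20 min compound exposure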
RGS4 block – RGS4 inhibitors, primary screen, cell-based, HEK293 M3R inducible RGS4, calcium flux; Regulator of G-protein signaling 4 (Homo sapiens), P49798; AID 463165, 2010; Fluo-4 calcium flux; stronger effect = higher value; triggered by carbachol at its EC20; 310,000 compounds, 0.45% hits; B-score at 10 µM;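 active means B-score, a plate-corrected calcium signal, over three deviations above library mean, with baseline fluorescence within five deviations of library mean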;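 further: RGS4 expression induced by doxycycline in cells with stable M3 receptor; B-score is computed from the integrated fluorescence ratio over baseline after carbachol; higher B-score means a larger calcium signal and so more RGS4 inhibition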
Target sequence (P49798 whole entry, looked up): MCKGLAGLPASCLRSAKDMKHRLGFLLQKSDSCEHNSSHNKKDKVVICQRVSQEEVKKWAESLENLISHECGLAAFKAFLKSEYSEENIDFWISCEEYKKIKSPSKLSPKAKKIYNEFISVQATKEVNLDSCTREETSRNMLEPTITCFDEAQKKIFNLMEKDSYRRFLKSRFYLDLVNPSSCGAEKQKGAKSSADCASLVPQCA
TMEM16A inh – TMEM16A chloride channel inhibitors, primary screen, cell-based, HTS; normalized B-score (activity score, 25-100; higher = stronger inhibition) at 10 µM; HEK293 TMEM16A/YFP iodide influx fluorescence, ionomycin; AID 588511, 2011; 310,000 compounds, 1.2% hits;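 active means ratio plate-corrected score three or more library SD toward inhibition, starting fluorescence score within five deviations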;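 further: score derived from kinetic fluorescence span divided by baseline fluorescence per well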
TMEM16A act – TMEM16A chloride channel activators or potentiators, primary screen, cell-based, HTS; Anoctamin-1 (Mus musculus), Q8BHY3; HEK293 TMEM16A/YFP-H148Q/I152L, iodide quench fluorescence; stronger effect = lower value; AID 623877, 2012; 340,000 compounds, 0.3% hits; B-score at 10 µM;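 active means fluorescence-ratio B-score plate-corrected deviation score at least 3 library SD below zero, with starting fluorescence score within 5 deviations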;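 further: channel opened by trigger with iodide after compound preincubation; score built on the fluorescence ratio of max minus min over baseline; more negative score means more quench and so TMEM16A activation or potentiation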
MrgX1 ag – agonists of human MrgX1 receptor, primary screen, HEK293 cells, Fluo-4 calcium flux. Mas-related G-protein coupled receptor member X1 (Homo sapiens), Q96LB2. Fluo-4 calcium fluorescence, agonist mode; stronger effect = higher value. B-score at 10 µM. 310,000 compounds, 0.44% hits;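 active means calcium response B-score plate-corrected fluorescence ratio at least 3 library SD, with starting fluorescence B-score inside 5 SD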
Target sequence (Q96LB2 whole entry, looked up): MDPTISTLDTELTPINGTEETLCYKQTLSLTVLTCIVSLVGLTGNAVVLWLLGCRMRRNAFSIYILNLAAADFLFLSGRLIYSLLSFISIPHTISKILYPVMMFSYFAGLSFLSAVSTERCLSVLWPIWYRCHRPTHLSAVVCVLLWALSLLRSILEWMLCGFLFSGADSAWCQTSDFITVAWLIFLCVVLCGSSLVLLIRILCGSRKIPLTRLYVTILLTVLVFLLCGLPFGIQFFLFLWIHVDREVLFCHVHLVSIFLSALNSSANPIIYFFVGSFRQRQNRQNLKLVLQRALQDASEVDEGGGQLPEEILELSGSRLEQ
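Material: MrgX1-expressing HEK293 cells / Dosing: compound as first of three additions / Incubation: overnight seeding, then 1 h dark dye loading / Signal: Fluo-4 NW calcium fluorescence / Evaluation: B-scored fluorescence response ratio / Benchmarks: positive and negative control wells on each plate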
KCNK9 inh – KCNK9 potassium channel inhibitors, primary screen, HEK293 cells, thallium flux; B-score at 10 µM; 310,000 compounds, 1.2% hits; Potassium channel subfamily K member 9 (Homo sapiens), Q9NPC2; FluxOR thallium flux fluorescence; stronger effect = lower value;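 active means ratio B-score over 3 SD below the library mean, with starting fluorescence within 5 SD of its mean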;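 further: negative B-score means less thallium flux so channel inhibition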
MrgX1 PAM – positive allosteric modulators of MrgX1, primary screen, HEK293 cells, Fluo-4 calcium flux | AID 588675, 2011 | Mas-related G-protein coupled receptor member X1 (Homo sapiens), Q96LB2 | FDSS; stronger effect = higher value | 310,000 compounds, 0.63% hits | B-score at 10 µM;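 active means plate-corrected calcium response at least 3 library SD above typical, normal starting fluorescence, not activating the receptor alone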;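 further: compound read alongside a low EC10 to EC30 dose of BAM8-22 agonist; peak minus trough fluorescence over baseline measured at the second addition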
An asterisk follows results filed as active; i = inactive.

Values in the order – KCNK3 block | hERG protect | RGS4 act | KCNQ1 act | KCNQ1 block | RGS4 block | TMEM16A inh | TMEM16A act | MrgX1 ag | KCNK9 inh | MrgX1 PAM
1	CCN(CC)S(=O)(=O)c1ccc(Cl)c(C(=O)Oc2cccc(-c3cnc4ccccc4n3)c2)c1
  i | -11 | -7.1* | i | i | i | i | i | i | i | i
2	COc1ccc(C(=O)NC(=O)Nc2ncccc2C)cc1
  i | -7 | i | i | i | i | i | i | i | i | i
3	COc1ccc(CC(NC(C)=O)C(=O)NC2CCN(C(=O)c3ccc(OC)c(OC)c3)CC2)cc1OC (centres undefined)
  i | 2 | i | i | i | i | i | i | i | i | i
4	COc1cc(NC(=O)c2csc3c2CCCC3)ncn1
  i | -5 | i | i | i | i | i | i | i | i | i
5	CC(C)(C)NC(=O)C1CCN(S(=O)(=O)c2cccc(C(F)(F)F)c2)CC1
  i | -9 | i | i | i | i | i | i | i | i | i
6	Cc1c(/C=C/C(=O)c2ccc(C(C)C)cc2)cnn1C
  i | -4 | i | i | i | i | i | i | i | i | i
7	CC(=O)N1CCc2cc(S(=O)(=O)CCC(=O)NCc3ccc(C)o3)ccc21
  i | -7 | i | i | i | i | i | i | i | i | i
8	O=C(CSc1ccc(Cl)cc1)Nc1ccc(N2CCN(C(=O)c3ccco3)CC2)cc1
  i | -10 | i | i | i | i | i | i | i | i | i
9	CCN1CCN(C(=O)c2cc3c(-c4ccc(Cl)cc4)nn(C)c3s2)CC1
  i | -9 | i | i | i | i | i | i | i | i | i
10	CC(=O)Oc1ccc2c(=O)c(Oc3ccccc3)coc2c1OC(C)=O
  i | -6 | i | i | i | i | i | i | i | i | i
11	O=C(O)Cn1c(=O)c2cccn2c2ccccc21
  i | -4 | i | i | i | i | i | i | i | i | i
12	CCN(CC)S(=O)(=O)c1ccc(N2CCN(C)CC2)c(NC(=O)Nc2ccccc2F)c1
  i | -14 | i | i | i | i | i | i | i | i | i
13	COc1ccc(NC(=S)N(CCCN2CCN(C)CC2)Cc2cccs2)cc1
  i | -7 | i | i | i | i | i | i | i | i | i
14	Cc1ccc(-c2cc(-c3ccc(F)cc3)n[nH]2)c(O)c1
  i | -3 | i | i | 6* | i | i | i | i | i | i
15	CC1CC(=O)Nc2ccccc2N1S(=O)(=O)c1ccc(C#N)cc1 (centres undefined)
  i | -7 | i | i | i | i | i | i | i | i | i
16	CCN(CC)S(=O)(=O)c1ccc(NC(=O)C2CCCN(C(=O)c3ccc(Cl)cc3)C2)cc1 (centres undefined)
  i | -14 | i | i | i | i | i | i | i | i | i
17	COc1cccc2cc(C(C)N(CCCN3CCOCC3)C(=S)Nc3cc(C)ccc3C)oc12 (centres undefined)
  i | -13 | i | i | i | i | i | i | i | i | i
18	CCC(=O)Nc1ccc(C(=O)OCC(=O)c2ccc(C)c([N+](=O)[O-])c2)cc1
  i | -12 | i | i | i | i | i | i | i | i | i
19	O=C(O)c1cccc(N2CCCCS2(=O)=O)c1
  i | -4 | i | i | i | i | i | i | i | i | i
20	O=C(O/N=C(/c1ccccc1)c1ccncc1)c1ccccc1[N+](=O)[O-]
  i | 2 | i | i | i | i | i | i | i | i | i
21	Cc1cc(C)nc(NN2C(=O)C=CC2=O)n1
  i | -5 | i | i | i | i | i | i | i | i | i
22	CCOC(=O)c1sc(NC(=O)CSc2nc(C)cc(C)c2C#N)c(C#N)c1C
  i | -3 | i | i | i | i | i | i | i | i | i
23	CN(C)c1ncc(CN2CCC(C(=O)Nc3ccc(-n4cccn4)cc3)CC2)s1
  i | -2 | i | i | i | i | i | i | i | i | i
24	CCC1OC2(C)OC(=N)C1(C#N)C(C#N)(C#N)C2c1ccccc1 (centres undefined)
  i | -5 | i | i | i | i | i | i | i | i | i
25	CCN(CC)S(=O)(=O)c1ccc(OC)c(NC(=O)c2ccc(OC)c([N+](=O)[O-])c2)c1
  i | -3 | i | i | i | i | i | i | i | i | i
26	NC(=O)COC(=O)CNC(=O)c1sc2ccccc2c1Cl
  i | -6 | i | i | i | i | i | i | i | i | i
27	COc1cc2c(cc1OC)-c1cc(OCCN3CCOCC3)nc(=O)n1CC2
  i | -9 | i | i | i | i | i | i | i | i | i
28	Cc1ccc(C(=O)COC(=O)c2cccc(N3C(=O)c4c(C)nc5ccccc5c4C3=O)c2)cc1C
  i | -14 | i | i | i | i | i | i | i | i | i
29	CN(c1ccc(C(=O)NCc2ccccn2)cc1)S(C)(=O)=O
  i | -7 | i | i | i | i | i | i | i | i | i
30	COc1cc(CC(=O)Nc2ccc3c(c2)CCC3)cc(OC)c1OC
  i | -2 | i | i | i | i | i | i | i | i | i
31	CC(C)C(=O)n1nc(-c2cccnc2)nc1NCc1cccs1
  i | -20 | i | i | i | i | i | i | i | i | i
32	COC(=O)c1ccc(C(=O)OC)c(NC(=O)CCc2ccc(C)o2)c1
  i | 45* | i | i | i | i | i | i | i | i | i
33	Cc1cc(NS(=O)(=O)c2ccc(NC(=O)CCN3C(=O)c4ccccc4C3=O)cc2)no1
  i | 3 | i | i | i | i | i | i | i | i | i
34	CC(C)C1Oc2ccccc2C(=O)N(CC(=O)c2ccc3c(c2)OCCO3)C1=O (centres undefined)
  i | -3 | -7.8* | i | i | i | i | i | i | i | i
35	Cn1ncc(Cl)c1C(=O)NCc1cc(C(C)(C)C)n[nH]1
  i | -4 | i | i | i | i | i | i | i | i | i
36	CCCn1c(=N)n(CCOc2ccc(OC)cc2)c2ccccc21
  i | -8 | i | i | i | i | i | i | i | i | i
37	O=S(=O)(O)c1nc2ccccc2n1CCOc1ccccc1
  i | -4 | i | i | i | i | i | i | i | i | i
38	COc1ccc(N2C(N)=C(C#N)C(c3cccnc3)C3=C2CC(C)(C)CC3=O)cc1 (centres undefined)
  i | -5 | i | i | i | i | i | i | i | i | i
39	Nc1c(C(=O)NCc2ccccc2)sc2nc(N3CCOCC3)c3c(c12)CCCC3
  i | -14 | i | i | i | i | i | i | i | i | i
40	O=C(CSc1nnc(-c2ccco2)n1-c1ccccc1)NCCc1ccccc1
  i | -3 | i | i | i | i | i | i | i | i | i
41	CCOc1ccc(N(CC(=O)Nc2ccc(C)c(F)c2)C2=NC3CS(=O)(=O)CC3S2)cc1 (centres undefined)
  i | -2 | i | i | i | i | i | i | i | i | i
42	O=C(O)c1ccc(S(=O)(=O)/N=C2\C=C(Nc3ccccc3F)C(=O)c3ccccc32)cc1
  i | 3 | i | i | i | i | i | i | i | i | i
43	CCN1C(=O)[C@H]2[C@@H](c3ccc(-c4ccc(Cl)c(Cl)c4)cc3)N[C@@](CC(C)C)(C(=O)OC)[C@H]2C1=O
  i | -15 | i | i | i | i | i | i | i | i | i
44	CCN(CC)c1nc(N)c2c(N)nc3c(c2c1C#N)CC(c1ccccc1)O3 (centres undefined)
  i | -10 | i | i | i | 5.3* | i | i | i | i | i
45	CCOC(=O)N1CCN(C(=O)c2ccc3c(c2)sc2nc(-c4ccc(OC)cc4)cn23)CC1
  i | -9 | i | i | i | i | i | i | i | i | i
46	C#CCOc1ccc2ccccc2c1/C=C(/C#N)c1ccc(C(=O)O)cc1
  i | -8 | i | i | i | i | i | i | i | i | i
47	c1ccc(-c2cnc(SCCN3CCOCC3)n2CC2CCCO2)cc1 (centres undefined)
  i | -8 | i | i | i | i | i | i | i | i | i
48	N#C/C(=C\c1cn(-c2ccccc2)nc1-c1ccccc1)S(=O)(=O)c1ccccc1
  i | -4 | i | i | i | i | i | i | i | i | i
49	COc1cc(NS(=O)(=O)c2cccc3nsnc23)cc(OC)c1
  i | -9 | i | i | i | i | i | i | i | i | i
50	O=C(NCc1ccccc1)c1cc(-c2ccncc2)nc2ccc(S(=O)(=O)N3CCOCC3)cc12
  i | 2 | i | i | i | i | i | i | i | i | i
51	O=C(Nc1ccc(Cl)cc1)Nc1ccccc1C(=O)NCc1ccco1
  i | -1 | i | i | i | i | i | i | i | i | i
52	CC(=O)c1cccc(N/C=C\C(=O)c2ccc(C)cc2)c1
  i | -14 | i | i | i | i | i | i | i | i | i
53	Cc1ccc2nc(-c3cccc(N)c3)[nH]c2c1
  i | -4 | i | i | i | i | i | i | i | i | i
54	FC(F)(F)c1ccc(NCc2ccccn2)nc1
  i | -2 | i | i | i | i | i | i | i | i | i
55	COCCCNC(=S)N1CCN(S(C)(=O)=O)CC1
  i | -6 | i | i | i | i | i | i | i | i | i
56	Cc1ccnc(NS(=O)(=O)c2ccc(NC(=O)c3cc(=O)c4ccccc4o3)cc2)n1
  i | -4 | i | i | i | i | i | i | i | i | i
57	CCN(C(=O)Cn1cnc2cc([N+](=O)[O-])ccc2c1=O)C1CCS(=O)(=O)C1 (centres undefined)
  i | -9 | i | i | i | i | i | i | i | i | i
58	Cc1cc(Cl)c(S(=O)(=O)N2CCN(c3cccc(C)c3C)CC2)cc1OCC(N)=O
  i | -10 | i | i | i | i | i | i | i | i | i
59	O=S(=O)(c1ccc(F)cc1)N1CCN(c2ccc(F)cc2)CC1
  i | 2 | i | i | i | i | i | i | i | i | i
60	COc1ccc(C(=O)/C=C/Nc2c(C)n(C)n(-c3ccccc3)c2=O)cc1OC
  i | -8 | i | i | i | i | i | i | i | i | i
